# TRPC6 inh = mouse TRPC6 channel inhibitors, primary screen, cell-based, HEK293, membrane potential dye | Short transient receptor potential channel 6 (Mus musculus), Q61143 | B-score at 10 µM | 310,000 tested, 1.1% active | ACh-evoked depolarization; active compounds read low;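 active = B-score under library mean minus 3 SD, initial fluorescence not abnormally high, positive integrated signal ratio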;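 also: B-score derived from integrated fluorescence ratio over the kinetic read; more negative B-score means stronger inhibition of depolarization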
# TRPC6 act = mouse TRPC6 channel activators, primary screen, cell-based, HEK293, membrane potential dye | Short transient receptor potential channel 6 (Mus musculus), Q61143 | 310,000 tested, 0.13% active | B-score at 10 µM | HEK293-TRPC6 membrane potential dye fluorescence; active compounds read high;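 active = B-score of the integrated fluorescence ratio above library mean plus 3 SD, and starting fluorescence ratio within library mean plus 5 SD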;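 also: higher score means more depolarization so channel activation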
# TMEM16A inh = TMEM16A chloride channel inhibitors, primary screen, cell-based, HTS. HEK293 TMEM16A/YFP iodide influx fluorescence, ionomycin. normalized B-score (activity score, 25-100; higher = stronger inhibition) at 10 µM. Anoctamin-1 (Mus musculus), Q8BHY3. AID 588511, 2011. 310,000 tested, 1.2% active;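 active = ratio plate-corrected score three or more library SD toward inhibition, starting fluorescence score within five deviations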;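 also: score derived from kinetic fluorescence span divided by baseline fluorescence per well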
# ANO1 activ = TMEM16A chloride channel activators or potentiators, primary screen, cell-based, HTS. Anoctamin-1 (Mus musculus), Q8BHY3. HEK293 TMEM16A/YFP-H148Q/I152L, iodide quench fluorescence; active compounds read low. B-score at 10 µM. 340,000 tested, 0.3% active;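 active = fluorescence-ratio B-score plate-corrected deviation score at least 3 library SD below zero, with starting fluorescence score within 5 deviations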;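 also: channel opened by trigger with iodide after compound preincubation; score built on the fluorescence ratio of max minus min over baseline; more negative score means more quench and so TMEM16A activation or potentiation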
# MrgX1 antag = antagonists of human MrgX1 receptor, primary screen, HEK293 cells, Fluo-4 calcium flux. Mas-related G-protein coupled receptor member X1 (Homo sapiens), Q96LB2. BAM8-22 antagonism; active compounds read low. B-score at 10 µM. 310,000 tested, 1.3% active;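 active = calcium-response B-score plate-corrected more than 3 library SD below zero, starting fluorescence within 5 deviations, no agonist response on first addition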;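 also: peak minus trough fluorescence over baseline after final BAM8-22 challenge near maximal dose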
# MrgX1 PAM = positive allosteric modulators of MrgX1, primary screen, HEK293 cells, Fluo-4 calcium flux; Mas-related G-protein coupled receptor member X1 (Homo sapiens), Q96LB2; FDSS; active compounds read high; B-score at 10 µM; 310,000 tested, 0.63% active;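 active = plate-corrected calcium response at least 3 library SD above typical, normal starting fluorescence, not activating the receptor alone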;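 also: compound read alongside a low EC10 to EC30 dose of BAM8-22 agonist; peak minus trough fluorescence over baseline measured at the second addition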
# TRPC4 PAM = positive allosteric modulators of TRPC4, primary screen, cell-based, mouse TRPC4beta, HEK293 mu-opioid, Fluo-4 calcium. Short transient receptor potential channel 4 (Mus musculus), Q9QUQ5. DAMGO EC20, Fluo-4 Ca2+ flux; active compounds read high. B-score at 10 µM. 310,000 tested, 0.42% active;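 active = B-score of calcium response area above 5 SD of library B-scores, with initial fluorescence ratio within 5 SD of library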;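 also: B-score of integrated fluorescence ratio over time as area under calcium response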
# Target sequence (Q9QUQ5 whole entry, looked up): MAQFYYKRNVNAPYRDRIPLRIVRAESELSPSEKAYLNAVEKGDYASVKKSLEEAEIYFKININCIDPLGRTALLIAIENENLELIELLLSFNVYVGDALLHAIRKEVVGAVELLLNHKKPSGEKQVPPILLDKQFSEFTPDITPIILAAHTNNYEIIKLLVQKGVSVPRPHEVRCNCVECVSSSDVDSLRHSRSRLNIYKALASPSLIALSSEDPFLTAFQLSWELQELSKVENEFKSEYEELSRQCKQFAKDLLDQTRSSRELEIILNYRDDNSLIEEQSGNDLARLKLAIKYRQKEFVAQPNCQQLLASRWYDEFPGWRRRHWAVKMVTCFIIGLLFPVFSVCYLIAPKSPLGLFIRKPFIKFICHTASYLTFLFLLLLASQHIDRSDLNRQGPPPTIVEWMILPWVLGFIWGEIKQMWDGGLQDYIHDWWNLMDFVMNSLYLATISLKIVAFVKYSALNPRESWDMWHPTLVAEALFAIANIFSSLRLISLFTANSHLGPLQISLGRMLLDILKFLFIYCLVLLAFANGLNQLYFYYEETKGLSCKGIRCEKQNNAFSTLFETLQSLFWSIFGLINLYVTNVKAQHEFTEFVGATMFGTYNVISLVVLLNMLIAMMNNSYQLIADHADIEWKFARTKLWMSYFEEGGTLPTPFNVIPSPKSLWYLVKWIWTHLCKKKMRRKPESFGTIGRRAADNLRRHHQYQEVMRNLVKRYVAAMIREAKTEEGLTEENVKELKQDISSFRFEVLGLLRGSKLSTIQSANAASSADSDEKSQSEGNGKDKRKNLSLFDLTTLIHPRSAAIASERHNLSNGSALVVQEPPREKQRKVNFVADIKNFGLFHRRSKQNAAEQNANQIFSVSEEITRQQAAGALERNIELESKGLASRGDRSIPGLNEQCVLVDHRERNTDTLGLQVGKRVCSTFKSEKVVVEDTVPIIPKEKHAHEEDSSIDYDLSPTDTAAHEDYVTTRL
# TRPC4 agonist = activators of mouse TRPC4 channel, primary screen, Fluo4 calcium, HEK293 TRPC4beta/mu-opioid cells | Short transient receptor potential channel 4 (Mus musculus), Q9QUQ5 | Fluo4 calcium fluorescence; active compounds read high | B-score at 10 µM | 310,000 tested, 0.49% active | AID 2237, 2010;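 active = B-score above 5 SD of library B-scores, and initial fluorescence ratio not above library mean plus 5 SD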;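 also: positive B-score marks a calcium rise read as TRPC4 activation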
#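 Technique: kinetic Fluo4 calcium fluorescence; Test system: TRPC4beta and mu-opioid receptor HEK293 stable cells; Measure: B-scored integrated calcium fluorescence ratio; Benchmarks: low control buffer alone, high control maximal DAMGO; Schedule: 45 min room-temperature Fluo4 loading, 110 s read.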
# RGS4 inh = RGS4 inhibitors, primary screen, cell-based, HEK293 M3R inducible RGS4, calcium flux; Fluo-4 calcium flux; active compounds read high; triggered by carbachol at its EC20; B-score at 10 µM; AID 463165, 2010; Regulator of G-protein signaling 4 (Homo sapiens), P49798; 310,000 tested, 0.45% active;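 active = B-score, a plate-corrected calcium signal, over three deviations above library mean, with baseline fluorescence within five deviations of library mean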;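 also: RGS4 expression induced by doxycycline in cells with stable M3 receptor; B-score is computed from the integrated fluorescence ratio over baseline after carbachol; higher B-score means a larger calcium signal and so more RGS4 inhibition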
# TRPC4 block = inhibitors of mouse TRPC4 channel, primary screen, Fluo4 calcium, HEK293 TRPC4beta/mu-opioid cells | Short transient receptor potential channel 4 (Mus musculus), Q9QUQ5 | DAMGO-evoked Fluo4 calcium flux; active compounds read low | B-score at 10 µM | 300,000 tested, 0.39% active | AID 2247, 2010;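 active = B-score over 3 SD under the library average, no early fluorescence shift, positive overall ratio signal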
#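 Material: HEK293 cells with stable TRPC4beta plus mu-opioid receptor expression; probe or stimulus: DAMGO in two steps, submaximal then maximal; technique: Fluo4 calcium fluorescence by kinetic imaging, 5 s 1 Hz baseline; measure: integrated fluorescence ratio relative to baseline, converted to per-well B score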
# MrgX1 ag = agonists of human MrgX1 receptor, primary screen, HEK293 cells, Fluo-4 calcium flux. Mas-related G-protein coupled receptor member X1 (Homo sapiens), Q96LB2. Fluo-4 calcium fluorescence, agonist mode; active compounds read high. B-score at 10 µM. 310,000 tested, 0.44% active. AID 588627, 2011;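 active = calcium response B-score plate-corrected fluorescence ratio at least 3 library SD, with starting fluorescence B-score inside 5 SD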
#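 Assay system: stable human MrgX1 HEK293 cell line. Quantity: 15,000 cells per well. Schedule: cells plated overnight, dye loaded 0.5 h 37 °C, 0.5 h room temperature. Detection: Fluo-4 NW calcium-flux fluorescence, kinetic read. Read-out basis: peak-minus-minimum fluorescence over baseline, converted to B scores. Control set: positive and negative control wells on each plate.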
# An asterisk follows results filed as active; i = inactive; nt = not tested or not shown.
SMILES,TRPC6 inh,TRPC6 act,TMEM16A inh,ANO1 activ,MrgX1 antag,MrgX1 PAM,TRPC4 PAM,TRPC4 agonist,RGS4 inh,TRPC4 block,MrgX1 ag
N=C1C=CC=C2C1=NC1(CCCCC1)N2O,i,i,i,i,i,i,i,i,i,i,i
O=[N+]([O-])c1cccc(-c2ccc(/C=N/NC(=S)Nc3cccc(F)c3)o2)c1,i,i,i,i,i,i,i,i,i,i,i
C=CCn1c(-c2cccc([N+](=O)[O-])c2)n[nH]c1=S,i,i,i,i,i,i,i,i,i,i,i
Cc1ccccc1N1CCN(C2CCCN(C(=O)CCC3(C)CC3)C2)CC1 (configuration not stated),i,i,i,i,i,i,i,i,i,i,i
CNC(=O)C(C)N1c2cccc3cccc(c23)S1(=O)=O (configuration not stated),i,i,i,i,i,i,i,i,i,i,i
CCOc1ccc(/C=C/C(O)=C2/C(=O)N(C)C3(C)CC2c2ccccc2O3)cc1OC (configuration not stated),i,i,i,i,i,i,i,i,i,i,i
N=C(N)SCc1nc2ccccc2c(=O)n1-c1ccccc1,i,i,i,i,i,i,i,i,i,i,i
CCCn1c(SCC(=O)NC(=O)NC(C)(C)C)n[nH]c1=O,i,i,i,i,i,i,i,i,i,i,i
Cc1ccc2nc(SCC(=O)NCc3ccc4c(c3)OCO4)nc(=O)n2c1,i,i,i,i,i,i,i,i,i,i,i
Cc1ccc(C(C)C)c(OCCCN(C)Cc2ccccc2)c1,i,i,i,i,i,i,i,i,i,i,i
COc1ccc(CNC(=O)COc2ccc(OC)cc2)cc1,i,i,i,i,i,i,i,i,i,i,i
CC(=O)c1ccc(OCC(=O)Nc2ccc3c(c2)CCC3)cc1,i,i,i,i,i,i,i,i,i,i,i
O=C(CCS(=O)(=O)c1cccc2nonc12)Nc1cccc2c1CCCC2,i,i,i,i,i,i,i,i,i,i,i
CCN(CC(=O)N1CCC(C(N)=O)CC1)S(=O)(=O)c1ccc(Cl)cc1,i,i,i,i,i,i,i,i,i,i,i
C=CCC(NCc1ccco1)c1ccc(OC)cc1OC (configuration not stated),i,i,i,nt,i,i,i,i,i,i,i
CCCOc1ccc(C2=CSC3=NCCN23)cc1[N+](=O)[O-],-6.25*,i,i,i,i,i,i,i,i,i,i
O=C(COC(=O)CCSc1ccc(Cl)cc1)Nc1ccc(F)cc1,i,i,i,i,i,i,i,i,i,i,i
Cc1ccc(C(=O)N2CCN(c3ccc(N4CCOCC4)nn3)CC2)cc1,i,i,i,i,i,i,i,i,i,i,i
CC(NCCC1(Cc2ccccc2Cl)CCOC(C)(C)C1)c1cccs1 (configuration not stated),i,i,i,i,i,i,i,68*,i,i,i
CCC(C(=O)NC(C)c1ccccc1)C(=O)NC(C)c1ccccc1 (configuration not stated),i,i,i,i,i,i,i,i,i,i,i
CCNC(=S)N/N=C1\C(=O)c2cccc3cccc1c23,i,i,i,i,i,i,i,i,i,i,i
Cc1cc(-c2nnc(CCC(=O)NC(c3ccccc3)c3ccccc3)o2)no1,i,i,i,i,i,i,i,i,i,i,i
C#C[C@]1(O)CC[C@H]2[C@@H]3CCC4=CC(=O)CC[C@@H]4[C@H]3CC[C@@]21C,i,i,i,i,i,i,i,i,i,i,i
CC(=O)Nc1ccc(NC(=O)CSc2nc3[nH]ncc3c(=O)n2-c2ccccc2)cc1,i,i,i,i,i,i,i,i,i,i,i
OCCC1CN(Cc2cccc(F)c2F)CCN1CCc1ccccc1 (configuration not stated),i,i,i,i,i,i,i,i,i,i,i
CN(Cc1ccc(Cl)cc1Cl)C(=O)c1cc(=O)c2ccccc2o1,i,i,i,i,i,i,i,i,i,i,i
O=C(c1ccc2nc[nH]c2c1)N1CCN(c2cccc(Cl)c2)CC1,i,i,i,i,i,i,i,i,i,i,i
O=C(N/N=C/c1ccccn1)c1ccc(Br)cc1,i,i,i,i,i,i,i,i,i,i,i
CCOC(=O)c1csc(NC(=O)c2ccc(OC)c(OC)c2)n1,i,i,i,i,i,i,i,i,i,i,i
Cc1nn(-c2ccccc2)c(N)c1C(O)(CC(=O)C(F)(F)F)C(F)(F)F (configuration not stated),i,i,i,i,i,i,i,i,i,i,i
COCCCN1C(=O)C(=O)/C(=C(/O)c2ccc(S(=O)(=O)N3CCOCC3)cc2)C1c1ccc(OC)cc1 (configuration not stated),i,i,i,i,i,i,i,i,i,i,i
Cc1nn(-c2ccc(F)cc2)c(N)c1C1(O)C(=O)Nc2ccccc21 (configuration not stated),i,i,i,i,i,i,i,i,i,i,i
COc1ccc2c(c1)c(C(=O)CN1CCN(c3ccccc3)CC1)c(C)n2C,i,i,i,nt,i,i,i,i,i,i,i
CCOC(=O)c1cc(C(=O)NC(C)c2ccccc2)c(C)[nH]c1=O (configuration not stated),i,i,i,i,i,i,i,i,i,i,i
NCCCC[C@@H]1NC(=O)c2cc([N+](=O)[O-])cc(I)c2SC[C@@H](C(N)=O)NC(=O)[C@H](CCC(N)=O)NC1=O,i,i,i,i,i,i,i,i,i,i,i
CCN(C(=O)c1cccc(NC(=O)c2ccccc2)c1)C1CCCCC1,i,i,i,i,i,i,i,i,i,i,i
Cc1ccc(OCCSc2nc(N)cc(N)n2)cc1,i,i,i,i,i,i,i,i,i,i,i
O=C(CN1CCN(Cc2cccc(F)c2)CC1)Nc1ccccc1F,i,i,i,i,i,i,i,i,i,i,i
O=C(CSc1nc2c(cnn2-c2ccc(F)cc2)c(=O)[nH]1)N1CCCc2ccccc21,i,i,i,i,i,i,i,i,i,i,i
COC(=O)c1ccc(N2C(=O)C3C4C=CC(CC4)C3C2=O)cc1 (configuration not stated),i,i,i,i,i,i,i,i,i,i,i
COCCNC(=O)c1ccc(CS(=O)(=O)c2ccccc2OC)o1,i,i,i,i,i,i,i,i,i,i,i
COC(=O)C(CCCCNC(=O)OCc1ccccc1)NC(=O)CN (configuration not stated),i,i,i,i,i,i,i,i,i,i,i
COc1ccc(C(=O)NC(=S)N2CCCCC2c2cccnc2)cc1OC (configuration not stated),i,i,i,i,i,i,i,i,i,i,i
COCC(=O)N1CCC(Oc2ccc(C(=O)N3C[C@@H]4CCC[C@H]3C4)cc2)CC1,i,i,nt,i,nt,nt,i,i,i,i,nt
COc1ccc(CCN2CCCn3c2nc2c3c(=O)n(Cc3ccccc3F)c(=O)n2C)cc1OC,i,i,i,i,i,i,i,i,i,i,i
COc1ncccc1C(=O)NC1CCCc2c1cnn2-c1ccc(C)c(C)c1 (configuration not stated),i,i,i,i,i,i,i,i,i,i,i
CC1CC1C(=O)OCc1cc(=O)n2cc(Br)ccc2n1 (configuration not stated),i,i,i,i,i,i,i,i,i,i,i
Fc1c(F)c(F)c(N/N=C/c2c[nH]c3ccccc23)c(F)c1F,i,i,i,i,i,i,i,i,i,i,i
COc1ccc(N2CC(=O)N(c3ccc(OC)c(OC)c3)CC2=O)cc1OC,i,i,i,i,i,i,i,i,i,i,i
Cc1ccc2oc(=O)n(Cc3ccc(F)cc3)c2c1,i,i,i,i,i,i,i,i,i,i,i
O=C(COC(=O)CNC(=O)c1ccc(Cl)cc1Cl)NC1CCCCCCC1,i,i,i,i,i,i,i,i,i,i,i
Cc1cc(Br)cc2cn[nH]c12,i,i,i,i,i,i,i,i,i,i,i
Cc1ccc(S(=O)(=O)Cc2ccc(C(=O)NC3CCCC3)o2)cc1,i,i,i,i,i,i,i,i,i,i,i
COc1ccc(NC2c3ccccc3C(=O)N2c2cccnc2)cc1 (configuration not stated),i,i,i,i,i,i,i,i,i,i,i
c1cnc(Oc2ccc3oc4ccccc4c3c2)nc1,i,i,i,i,i,i,i,i,i,i,i
Cc1cccc(N(CC(=O)NC(C)(C)C)C(=O)CNC(=O)c2cccs2)c1C,i,i,i,i,i,i,i,i,i,i,i
C/C(=N\NC(=O)C1COc2ccccc2O1)c1ccc(N2CCOCC2)cc1 (configuration not stated),i,i,i,i,i,i,i,i,i,i,i
O=C(c1ccc(Cl)c(S(=O)(=O)N2CCOCC2)c1)N1CCN(c2ccccc2F)CC1,i,i,i,i,i,i,i,i,i,i,i
COC(=O)c1sccc1-n1cccc1C(=O)C(=O)N1CCCCC1,i,i,i,i,i,i,i,i,i,i,i
O=C(Cc1cccc2ccccc12)NC(NC(=S)Nc1ccccc1Cl)C(Cl)(Cl)Cl (configuration not stated),i,i,i,i,i,i,i,i,i,i,i
O=C(CN(c1ccc(Cl)cc1)S(=O)(=O)c1ccccc1)N/N=C/c1ccco1,i,i,i,i,i,i,i,i,i,i,i
O=C(C1=NN[C@@H]2C(=O)N(c3cccc(C(F)(F)F)c3)C(=O)[C@H]12)c1cnccn1,i,i,i,i,i,i,i,i,i,i,i
Oc1c(Br)cc(Br)cc1CNc1ccccn1,i,i,i,i,i,i,i,i,i,i,i
